# AmpC no deterg – AmpC beta-lactamase inhibition without detergent; P00811; AmpC nitrocefin hydrolysis, absorbance 480 nm, 0.0001% Triton; Potency, µM (highest dose often 57.1 µM), inactives show at the highest dose activity change, negative = inhibition, hits mostly inhibitors; 330,000 tested, 0.52% active; AID 485341;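 note: potency is the fitted concentration of half-maximal effect; plate controls were no compound for no effect and no enzyme for full effect; nearly all actives have a fitted effect of over 20% in size; some results filed as inactive show a strong effect at the top dose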
# Target sequence (P00811 whole entry, looked up): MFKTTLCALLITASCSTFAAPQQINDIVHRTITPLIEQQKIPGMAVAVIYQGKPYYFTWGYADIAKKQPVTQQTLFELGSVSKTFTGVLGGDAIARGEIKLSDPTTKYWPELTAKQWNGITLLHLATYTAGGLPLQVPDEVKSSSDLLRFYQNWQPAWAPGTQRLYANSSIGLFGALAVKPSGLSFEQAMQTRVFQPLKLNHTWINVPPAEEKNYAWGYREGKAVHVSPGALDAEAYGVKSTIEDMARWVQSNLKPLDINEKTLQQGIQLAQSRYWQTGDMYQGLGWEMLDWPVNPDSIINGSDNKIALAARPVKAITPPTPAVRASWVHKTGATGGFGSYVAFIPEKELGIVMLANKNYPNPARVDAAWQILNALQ
#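 20 mM phosphate pH 7.0 + 0.01% (detergent screen) or 0.0001% Triton X-100; 5.3 nM AmpC reagent; cpd preinc 15 min RT; nitrocefin (800 uM stock) to start; A480 q20 s × 4 min; Activity was normalised to no-enzyme and no-compound control wells.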
# Cycloheximide cs – counter-screen for Shiga toxin inhibitors: cycloheximide protein synthesis inhibition | cell reporter, cycloheximide protein synthesis inhibition counterscreen | 300,000 tested, 12% active | max response, %; in the data active = max response mostly above about 13%, no sharp cut-off; inactive = mostly below about 14%; note: read at 38.3 µM for the half of the compounds with a filed dose; 0% is about no effect
# Shiga inhibitor – inhibitors of Shiga toxin in Vero cells | Vero cells, Shiga toxin protein synthesis inhibition reporter | 290,000 tested, 9.2% active | inhibition, % at 38.7 µM | AID 2315; in the data active = inhibition mostly above about 28%, no sharp cut-off; inactive = mostly below about 43%; note: 0% is about no effect
# Pf growth 96h – P. falciparum growth inhibition at 96 hour, primary screen for plastid delayed-death inhibitors | 320,000 tested, 6.9% active | Potency, µM (series often up to 28.7 µM), inactives show at the highest dose activity change, negative = inhibition, hits mostly inhibitors | P. falciparum luciferase reporter growth, 96 h; note: potency is the fitted concentration of half-maximal effect; % is set by controls: 0 for no effect and ±100 for the full control effect
#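 Plates of compound plus infected erythrocytes (2% hematocrit, 0.05% parasitemia final) incubate 96 hours, 37 C, 5% CO2. Detection reagent added; reduced luminescence from the parasites' luciferase reporter flags inhibition.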
# LmPK inhibitor – inhibitors of Leishmania mexicana pyruvate kinase | Potency, µM (series often up to 57.5 µM), without a hit: at the top dose activity change, negative = inhibition, usual class: inhibitors | Q27686 | purified LmPK, Kinase-Glo ATP luminescence, 1 h | 290,000 tested, 0.37% active; note: potency is the fitted concentration of half-maximal effect; % is set by controls: 0 for no effect and ±100 for the full control effect
# Target sequence (Q27686 whole entry, looked up): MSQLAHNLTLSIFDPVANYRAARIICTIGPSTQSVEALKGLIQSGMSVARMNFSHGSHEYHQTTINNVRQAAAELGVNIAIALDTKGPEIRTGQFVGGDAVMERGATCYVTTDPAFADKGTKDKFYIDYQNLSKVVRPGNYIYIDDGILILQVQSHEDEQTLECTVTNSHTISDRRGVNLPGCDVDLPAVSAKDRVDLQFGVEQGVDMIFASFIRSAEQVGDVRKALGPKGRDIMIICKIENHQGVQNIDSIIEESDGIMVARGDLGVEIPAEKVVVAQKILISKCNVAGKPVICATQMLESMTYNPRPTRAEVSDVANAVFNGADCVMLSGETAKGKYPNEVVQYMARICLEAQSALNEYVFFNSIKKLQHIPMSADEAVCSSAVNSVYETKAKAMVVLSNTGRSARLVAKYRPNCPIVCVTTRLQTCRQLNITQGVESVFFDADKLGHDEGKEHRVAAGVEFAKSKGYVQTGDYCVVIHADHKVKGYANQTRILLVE
#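 Kinase-Glo luminescence read after 1 h RT reaction of 0.1 nM LmPK with 0.5 mM PEP and 0.1 mM ADP. Activity scaled between uninhibited and enzyme-free controls.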
# TbPYK inhibitor – inhibitors of Trypanosoma brucei pyruvate kinase | TbPYK enzyme, Kinase-Glo Plus ATP luminescence, 45 min | Q57TT1 | Potency, µM (highest dose often 76.8 µM), inactives show at the top dose activity, negative = inhibition, usual class: inhibitors | 410,000 tested, 0.12% active | AID 624173; note: potency is the fitted concentration of half-maximal effect; % is set by controls: 0 for no effect and ±100 for the full control effect; nearly all actives have a fitted effect of over 50% in size
#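 ADP (130 uM final) triggers the TbPYK reaction after compound addition; incubation is 45 min at room temperature. Kinase-Glo Plus is then added and luminescence imaged. Normalized data are fitted to concentration-effect curves.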
# Pf growth 48h – P. falciparum growth inhibition at 48 hours (one generation); P. falciparum luciferase growth in erythrocytes, 48 h; Potency, µM (series often up to 28.7 µM), for inactives: at the top dose activity change, negative = inhibition, usual class: inhibitors; 310,000 tested, 5.9% active; note: potency is the fitted concentration of half-maximal effect; % is set by controls: 0 for no effect and ±100 for the full control effect
#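 Luminescence readout; reporter = integrated firefly luciferase in P. falciparum. RBC culture at 2% hematocrit, 0.1% parasitemia final, 37 C/5% CO2; decreased signal taken as growth inhibition.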
# The depositor's hits bear a star; ? = inconclusive; . = no result given; [ ] = another dose, or the depositor's remark. Unless noted, calls come from the whole dose curve; as a rule, active = well fitted curve in the direction sought with a large enough effect; inconclusive = small, poorly fitted or top-dose-only effect, or another doubt; inactive = no such curve, though single readings can be large; an effect the other way counts as inactive or inconclusive. No enrichment for hits. About 22% of those tested had a hit in this group.
SMILES	AmpC no deterg	Cycloheximide cs	Shiga inhibitor	Pf growth 96h	LmPK inhibitor	TbPYK inhibitor	Pf growth 48h
CC(C)CNC(=O)c1ccccc1NC(=O)Nc1ccccc1	-20%	-2	-5	10µM*	-5%	0%	.
O=C(CCl)Nc1cc(SCC(O)CO)cc([N+](=O)[O-])c1 (stereo not drawn)	14%	-7	-19	-21%	2%	-1%	?
Cc1nnc(SCC(=O)Nc2cccc(S(=O)(=O)NC3=NCCCCC3)c2)n1Cc1ccccc1	33%	-1	-4	-19%	2%	-1%	-17%
Cc1sc(-c2ccccn2)nc1OC(=O)c1ccc(Cl)cc1	-19%	12	10	22%	2%	-3%	16%
CCC1(c2ccccc2)NC(=O)N(CC(=O)Nc2cccnc2Cl)C1=O (stereo not drawn)	14%	.	.	?	.	-9%	-30%
Cc1ccccc1C(=O)NCc1nnc(SCC(=O)N2c3ccccc3Sc3ccccc32)n1C	87%[activator]	-6	-12	-23%	-1%	-2%	.
O=S(=O)(c1ccc2nc(N3CCN(c4ccc(F)cc4)CC3)ccc2c1)N1CCCCC1	-21%	-1	-3	13µM*	-2%	0%	3%
CCCCC1=CC2=CC(=O)C(C)(OC(=O)CC)C(=O)C2=CN1CCOC (stereo not drawn)	43%	-4	-7	21%	-1%[11.5 µM]	-8%	?
CCc1ccc(S(=O)(=O)NCc2cccs2)cc1	-21%	4	27	-27%	-1%	-1%	14%
C=CCN1C(=O)NC(=O)/C(=C/c2cc3c4c(c2)CCCN4CCC3)C1=O	13%	-3	-10	21%	-6%	-21%	21%
CCn1c(CCC(=O)Nc2nc3c(s2)CCCC3)nc2cc(S(=O)(=O)N(C)C)ccc21	258%[activator]	12	17	22%	3%	4%	0%
CC(=O)N1C(=O)C2(C(C#N)=C(N)Oc3n[nH]c(-c4ccccn4)c32)c2ccccc21 (stereo not drawn)	-22%	0	9	38%[activator]	-6%	4%	-10%
O=C(COc1ccc(Cl)cc1)Nc1c(-c2cccs2)nc2ccccn12	-19%	4	2	50%[activator]	-2%	2%	17%
Cc1cccc(C(=O)OCC(=O)c2c(N)n(CC(C)C)c(=O)n(C)c2=O)c1O	80%[activator]	.	.	?	.	6%	?
CCCCCC1CCC(c2nnc(SCC(C)=O)o2)CC1 (stereo not drawn)	37%	9	13	?	14%	0%	-11%
CCCN1C(=O)C(Cc2nc3ccccc3c(=O)n2C)c2ccccc21 (stereo not drawn)	118%[activator]	-1	-18	?	1%	0%	?
C=CCN(c1ccccc1C(=O)O)S(=O)(=O)c1ccc(C)cc1	144%[activator]	-2	-10	-16%	-5%	-2%	-23%
CCOc1ccc(-n2ccnc2SCC(=O)NCc2ccc3c(c2)OCO3)cc1	2%	-3	-18	18%	3%	-9%	41%[activator]
Nc1nc2c(s1)CC(c1ccccc1)CC2 (stereo not drawn)	-25%	15	53	5.2µM*	-2%	-4%	21%
O=C(NCc1ccc(F)cc1)c1cc(-c2cccs2)on1	-34%	26*	25	?	6%	-5%	38%[activator]
CC(=O)Nc1c2c(nn1-c1cccc(C)c1)CSC2	-12%	8	-5	20%	0%	2%	0%
CCN(CC(=O)Nc1ccccc1C(F)(F)F)C(=O)Cc1ccc2c(c1)CCC2	14%	.	.	19%	.	-1%	?
COc1cc(CN2CCN(c3cccc(C)c3C)CC2)cc(Br)c1O	3%	-3	14	.	-1%	8%	4.1µM*
O=C(Nc1cccc(Cl)c1)c1cc(S(=O)(=O)N2CCOCC2)cs1	-24%	-2	4	18%	-7%	-2%	?
COC(=O)CSc1ncnc2c1sc1nc(N3CCOCC3)c3c(c12)CCCC3	-19%	8	-21	11%	1%	-1%	33%[activator]
O=c1cc(N2CCc3ccccc32)[nH]c(=O)n1-c1ccccc1Cl	-3%	0	11	26%	2%[11.5 µM]	4%	7%
COC(=O)NC1CSCC1OC(=O)CCN1C(=O)c2ccccc2C1=O (stereo not drawn)	-6%	-6	18	.	-11%	-4%	-4%
O=S1(=O)C=C(N2CCOCC2)c2ccccc21	-21%	-2	-1	-5%	-8%	-2%	50%[activator]
O=C(Nc1cccc(Cl)c1)Nc1nnc(-c2ccccc2)o1	-26%	-4	-12	2%	0%	-4%	-2%
CCN(C(=O)Cc1c(C(=O)O)n(C)c2ccccc12)c1cc(OC)ccc1OC	-18%	2	-2	22%	-6%	8%	-5%

# Reformatted: entries from further up.
# The line under a structure holds: AmpC no deterg | Cycloheximide cs | Shiga inhibitor | Pf growth 96h | LmPK inhibitor | TbPYK inhibitor | Pf growth 48h
C=CCN(c1ccccc1C(=O)O)S(=O)(=O)c1ccc(C)cc1
  144%[activator] | -2 | -10 | -16% | -5% | -2% | -23%
CCOc1ccc(-n2ccnc2SCC(=O)NCc2ccc3c(c2)OCO3)cc1
  2% | -3 | -18 | 18% | 3% | -9% | 41%[activator]

# Given as labelled records: 4 of the compounds above.
O=c1cc(N2CCc3ccccc32)[nH]c(=O)n1-c1ccccc1Cl
  AmpC no deterg: -3% | Cycloheximide cs: 0 | Shiga inhibitor: 11 | Pf growth 96h: 26% | LmPK inhibitor: 2%[11.5 µM] | TbPYK inhibitor: 4% | Pf growth 48h: 7%

COC(=O)NC1CSCC1OC(=O)CCN1C(=O)c2ccccc2C1=O (stereo not drawn)
  AmpC no deterg: -6% | Cycloheximide cs: -6 | Shiga inhibitor: 18 | Pf growth 96h: . | LmPK inhibitor: -11% | TbPYK inhibitor: -4% | Pf growth 48h: -4%

O=S1(=O)C=C(N2CCOCC2)c2ccccc21
  AmpC no deterg: -21% | Cycloheximide cs: -2 | Shiga inhibitor: -1 | Pf growth 96h: -5% | LmPK inhibitor: -8% | TbPYK inhibitor: -2% | Pf growth 48h: 50%[activator]

O=C(Nc1cccc(Cl)c1)Nc1nnc(-c2ccccc2)o1
  AmpC no deterg: -26% | Cycloheximide cs: -4 | Shiga inhibitor: -12 | Pf growth 96h: 2% | LmPK inhibitor: 0% | TbPYK inhibitor: -4% | Pf growth 48h: -2%

# (cont.)
SMILES | AmpC no deterg | Cycloheximide cs | Shiga inhibitor | Pf growth 96h | LmPK inhibitor | TbPYK inhibitor | Pf growth 48h
CN(CC(=O)Nc1cccc(F)c1)C(=O)c1cc(-c2ccccc2)nc2ccccc12 | -31% | . | . | ? | . | -12% | ?
Cc1ncsc1C(=O)Nc1nc2c(s1)CC(C)CC2 (stereo not drawn) | -11% | 27* | 82* | . | -28% | -12% | .
C=CCn1c(SCC(=O)Nc2cc(C)ccc2OC)nnc1-c1ccco1 | 3% | -9 | -18 | -24% | 4% | -5% | -24%
CC(C)Oc1cccc(C(=O)N2CCCC2)c1 | -5% | 15 | -5 | 6% | -5% | -5% | -3%
NS(=O)(=O)c1ccc(Sc2ccccn2)c([N+](=O)[O-])c1 | -17% | -2 | 3 | -3% | 6% | -14% | -12%
CCCn1c2ccccc2c2cnn(CC(=O)NCCCN3CCN(c4ccccc4)CC3)c(=O)c21 | 160%[activator] | -3 | 2 | 0.33µM* | 3% | -5% | 8%
CCn1cc(CNC(=O)CSc2nc(-c3ccc(OC)c(OC)c3)cc(C(F)(F)F)n2)c(C)n1 | 94%[activator] | 1 | -10 | -1% | -4% | 5% | -13%
O=C(Nc1ccc(OC(F)(F)F)cc1)Nc1cccc([N+](=O)[O-])c1 | -30% | 18* | 58* | ? | 6% | -3% | 2.6µM*
CCOc1ccc2c(CC)cc(=O)oc2c1OCC | -2% | -2 | -7 | -2% | -1% | -7% | 1%
CN(CC(=O)Nc1ccc(N2CCOCC2)cc1)C(=O)CCCOc1ccc(Cl)cc1Cl | 228%[activator] | . | . | -1% | . | 0% | 1%
Cc1ccc(S(=O)(=O)N2CCC(C(=O)NNC(=O)c3ccncc3)CC2)cc1 | -9% | -4 | 18 | ? | 5% | 2% | 21%
CCOC(=O)Cc1nnc(Nc2cccc(C)c2)c2ccccc12 | . | -4 | -12 | -13% | -1% | -5% | -27%
COc1ccc(/C=N\NC(=O)c2ccc(Cn3cc(Br)c([N+](=O)[O-])n3)o2)c(OC)c1C | -20% | -1 | -7 | 24% | 4% | 3% | -14%
COCCNC(=O)c1cc2nc(-c3ccccc3)cc(C)n2n1 | -11% | -3 | -17 | 19% | 0% | -3% | 0%
COc1ccc(S(=O)(=O)N2CCN(C)CC2c2ccccc2)cc1 (stereo not drawn) | -1% | . | . | ? | . | 8% | -9%
O=C(NN1CCN(Cc2ccccc2)CC1)c1ccc(Cl)cc1 | -11% | 1 | -5 | -13% | -5% | -8% | -14%
CCn1c(SCC(=O)Nc2ccc3c(c2)OCCO3)nnc1-c1ccncc1 | 54% | 3 | 24 | 9% | -3% | 4% | 7%
CSc1cccc(NC(=O)CN(c2cccc(C)c2)S(C)(=O)=O)c1 | -14% | -4 | -5 | 16% | 8% | . | .
OC(c1cc(-c2ccc(Cl)cc2)nc2ccccc12)C1CCCCN1 (stereo not drawn) | -5% | 1 | -6 | 0.052µM* | 2% | 3% | 0.037µM*
O=C1NC2=C(C(=O)CCC2)C(c2cccc([N+](=O)[O-])c2)N1 (stereo not drawn) | -19% | -3 | -7 | ? | 4% | -1% | -6%
O=c1c(/C=N/Nc2ccccc2)c(Sc2nnnn2-c2ccccc2)nc2ccccn12 | -2% | -3 | -22 | . | -6% | -2% | -2%
Cc1occc(=O)c1OCc1ccc(F)cc1 | -6% | 5 | -2 | 34%[activator] | 2% | 0% | 30%[activator]
O=C(Nc1cnc2ccccc2c1)C1COc2ccccc2O1 (stereo not drawn) | -27% | 31* | 80* | 82%[activator] | -7% | -7% | 21%
CN(CCOc1ccccc1)C(=O)c1ccc(OC2CCN(C(=O)C3CC3)CC2)cc1 | 142%[activator] | 13 | -3 | ? | -2% | -4% | -29%
Cc1csc(NC(=O)C2CCN(C(=O)CSc3nnc(C)n3Cc3ccccc3)CC2)n1 | 95%[activator] | -1 | 28 | . | -2% | 2% | ?

# Screens deposited in PubChem by National Center for Advancing Translational Sciences (NCATS).
